Growth percent in the NCI-60 one-dose screen (48 h, 10 µM unless noted): 100 = growth as untreated, 0 = no growth, -100 = all killed.
ACHN: ACHN renal cancer. AID 1794771. 81,000 tested, 4.9% active
CAKI-1: CAKI-1 renal cancer | 75,000 tested, 4.7% active | AID 1794772
OVCAR-5: OVCAR-5 ovarian cancer; 82,000 tested, 2.9% active; AID 1794783
TK-10: TK-10 renal cancer cells | 81,000 tested, 3.9% active | AID 1794769
RXF 393: RXF 393 renal cancer cells | AID 1794773 | 77,000 tested, 6.9% active
OVCAR-3: OVCAR-3 ovarian cancer; 79,000 tested, 7% active; AID 1794787
OVCAR-8: OVCAR-8 ovarian cancer. 81,000 tested, 4.4% active. AID 1794782
A498: A498 renal cancer cells. 76,000 tested, 5.4% active
The depositor's hits bear a star; & = joins results of further samples. The calls were made as follows: active = growth percent below 10; inactive = the rest. These rows are one share of the data; count on the stated rates, not on these rows.

How did OCCNCCCOc1ccc2ncnc(Nc3ccc(Oc4cccc(C(F)(F)F)c4)c(Cl)c3)c2c1 do in these assays?
ACHN: -45*; CAKI-1: 9.0*; OVCAR-5: 73; TK-10: 49; RXF 393: -49*; OVCAR-3: 3.2*; OVCAR-8: 32; A498: 59

Results for CCN(CCNc1ccc(C)c2sc3ccccc3c(=O)c12)CC(C)(C)O ?
ACHN: 80; CAKI-1: 79; OVCAR-5: 79; TK-10: 90; RXF 393: 75; OVCAR-3: 103; OVCAR-8: 87; A498: 81

Results for COCCOc1cnc(Sc2cc(C)c(-c3csc(NC(=O)c4ccncc4)n3)c(C)c2)cn1 ?
ACHN: 68; OVCAR-5: 99; TK-10: 53; RXF 393: 87; OVCAR-3: 61; OVCAR-8: 45; A498: 59

Results for COC(=O)C(CCC#N)(CCC#N)C(C)=O ?
ACHN: 109&115; CAKI-1: 102&104; OVCAR-5: 117&118; TK-10: 97&101; RXF 393: 109&107; OVCAR-3: 112&106; OVCAR-8: 105&107; A498: 75&95

How did COc1ccc(-c2cnc3sc(C(=O)NN)c(C)n23)cc1 do in these assays?
ACHN: 99; CAKI-1: 95; OVCAR-5: 120; TK-10: 137; RXF 393: 98; OVCAR-3: 106; OVCAR-8: 105; A498: 100

What do the screens show for `O=C1NC(=S)NC(=O)C1Cn1c(-c2ccccc2)nc2ccccc21`?
ACHN: 102; CAKI-1: 101; OVCAR-5: 100; TK-10: 112; RXF 393: 116; OVCAR-3: 105; OVCAR-8: 104; A498: 96

How did O=c1c2ccccc2c(=O)c2c1ccc1[nH]c3c(ccc4c(=O)c5ccccc5c(=O)c43)[nH]c12 do in these assays?
ACHN: 105; OVCAR-5: 104; TK-10: 121; RXF 393: 115; OVCAR-3: 111; OVCAR-8: 100; A498: 106

How did CCOC(=O)N1C2c3ccccc3C(c3ccccc32)N1C(=O)OCC do in these assays?
ACHN: 94; CAKI-1: 85; OVCAR-5: 94; TK-10: 104; RXF 393: 124; OVCAR-3: 135; OVCAR-8: 102; A498: 73

What do the screens show for `Cc1ccccc1CNc1ncnc2[nH]ncc12`?
ACHN: 87; CAKI-1: 69; OVCAR-5: 90; TK-10: 84; OVCAR-3: 117; OVCAR-8: 60; A498: 94

Results for COc1ccc(C2(c3ccccc3)c3ccccc3C(=O)c3ccccc32)cc1 ?
ACHN: 88; CAKI-1: 73; OVCAR-5: 97; TK-10: 99; RXF 393: 104; OVCAR-3: 99; OVCAR-8: 92; A498: 74

What do the screens show for `O=C(C[n+]1cc2ccccc2c2ccccc21)C(F)(F)F`?
ACHN: 100; CAKI-1: 82; OVCAR-5: 115; TK-10: 94; RXF 393: 94; OVCAR-3: 107; OVCAR-8: 97; A498: 122

Results for C[C@]12ON=C(c3ccc(Cl)cc3)N1CCc1sccc12 ?
ACHN: 95; CAKI-1: 88; OVCAR-5: 107; RXF 393: 99; OVCAR-3: 102; OVCAR-8: 105; A498: 91

Results for CC(=O)OCCCCCCN1C=C/C(=C\C(=O)n2ccc3ccccc32)c2ccccc21 ?
ACHN: 96; CAKI-1: 89; OVCAR-5: 103; TK-10: 153; OVCAR-3: 110; A498: 120

What do the screens show for `O=C(c1ccccn1)c1ccccn1`?
ACHN: 95; CAKI-1: 94; OVCAR-5: 92; TK-10: 114; RXF 393: 116; OVCAR-3: 115; OVCAR-8: 106; A498: 97

What do the screens show for `N#Cc1ccc(OC(=O)Nc2c(Cl)cc(Cl)cc2Cl)cc1`?
ACHN: 104; CAKI-1: 90; OVCAR-5: 103; TK-10: 104; RXF 393: 125; OVCAR-3: 112; OVCAR-8: 105; A498: 125

What do the screens show for `Cc1cc(Nc2cc(N)ncn2)c(=O)n2c1C(=O)NC21CCCCC1`?
ACHN: 94; CAKI-1: 87; OVCAR-5: 93; TK-10: 88; OVCAR-3: 105; OVCAR-8: 98; A498: 96

Results for COc1ccccc1C1CC(c2ccccc2)=NN1C(=O)c1ccc(S(N)(=O)=O)cc1 (stereo not drawn) ?
ACHN: 96; CAKI-1: 80; OVCAR-5: 102; TK-10: 138; RXF 393: 92; OVCAR-8: 101; A498: 106

What do the screens show for `CC(C)(NC(=O)OC1CCCN(C(=O)CN)C1)c1csc(-c2ccc(F)cc2)n1` (stereo not drawn)?
ACHN: 101; CAKI-1: 95; OVCAR-5: 91; TK-10: 87; RXF 393: 97; OVCAR-3: 105; OVCAR-8: 101; A498: 84

How did CN(C)c1ccc(/C=N/NC(=S)NC23CC4CC(CC(C4)C2)C3)c(Cl)c1 do in these assays?
ACHN: 94; CAKI-1: 100; OVCAR-5: 93; TK-10: 100; RXF 393: 90; OVCAR-3: 107; OVCAR-8: 87; A498: 98

Results for CCCCCCCCCCCCCCCC(=O)OCCCCCCCCCC ?
ACHN: 102; CAKI-1: 100; OVCAR-5: 106; TK-10: 138; RXF 393: 106; OVCAR-3: 111; OVCAR-8: 104; A498: 100

How did CCC(C)(c1cc(C(C)(C)C)c(O)c(C(C)(C)C)c1)c1cc(C(C)(C)C)c(O)c(C(C)(C)C)c1 do in these assays?
ACHN: 101; CAKI-1: 94; OVCAR-5: 95; TK-10: 97; RXF 393: 104; OVCAR-3: 109; OVCAR-8: 102; A498: 101

How did O=C1C2CC=CCC2C(=O)N1CNc1ccc(Cl)cc1 (stereo not drawn) do in these assays?
ACHN: 89; CAKI-1: 90; OVCAR-5: 88; TK-10: 107; RXF 393: 92; OVCAR-3: 107; OVCAR-8: 110; A498: 96

How did N#Cc1ncoc1N1CCN(Cc2ccc3c(c2)OCO3)CC1 do in these assays?
ACHN: 98; OVCAR-5: 84; TK-10: 71; RXF 393: 103; OVCAR-3: 98; OVCAR-8: 101; A498: 103

What do the screens show for `Cc1cc(=O)n2n1-c1ccccc1NC(=O)C2`?
ACHN: 107; CAKI-1: 96; OVCAR-5: 106; TK-10: 86; RXF 393: 112; OVCAR-3: 115; OVCAR-8: 109; A498: 104

What do the screens show for `Cn1c(=O)c2[nH]c(C(O)C(O)C(O)C(O)CO)nc2n(C)c1=O` (stereo not drawn)?
ACHN: 106; CAKI-1: 102; OVCAR-5: 101; TK-10: 103; RXF 393: 115; OVCAR-3: 109; OVCAR-8: 108; A498: 106

How did CCN(CC)CCCNc1c2ccc(Cl)cc2nc2ccc(OC)cc12 do in these assays?
ACHN: 1.3*; CAKI-1: 4.7*; OVCAR-5: 3.6*; TK-10: -4.4*; RXF 393: -58*; OVCAR-3: -12*; OVCAR-8: 4.0*; A498: -62*

What do the screens show for `COc1cc(C2Cc3c(nn(-c4ccc(C)cc4)c(=O)c3C#N)C(O)=C2[N+](=O)[O-])cc(OC)c1OC` (stereo not drawn)?
ACHN: 86; CAKI-1: 86; OVCAR-5: 111; TK-10: 110; RXF 393: 75; OVCAR-3: 94; OVCAR-8: 89; A498: 82

What do the screens show for `O=C1NCCN1/N=C/c1ccc([N+](=O)[O-])o1`?
ACHN: 103; OVCAR-5: 106; TK-10: 103; RXF 393: 109; OVCAR-3: 118; OVCAR-8: 97

How did O=C(O)Cc1cccc([N+](=O)[O-])c1 do in these assays?
ACHN: 108; CAKI-1: 96; OVCAR-5: 110; TK-10: 112; RXF 393: 121; OVCAR-3: 118; OVCAR-8: 106

Results for O=C(N/N=C/c1cccc(C(F)(F)F)c1)c1ccc(C(F)(F)F)nc1Nc1cccc(O)c1 ?
ACHN: 106; CAKI-1: 103; OVCAR-5: 102; TK-10: 126; RXF 393: 108; OVCAR-3: 117; OVCAR-8: 101; A498: 116

How did c1ccc2c(-c3nonc3-c3c[nH]c4ccccc34)c[nH]c2c1 do in these assays?
ACHN: 71; CAKI-1: 61; OVCAR-5: 74; TK-10: 87; RXF 393: 90; OVCAR-3: 73; OVCAR-8: 92; A498: 88

How did O=C1CS/C(=N\c2ncn[nH]2)N1 do in these assays?
ACHN: 102; CAKI-1: 100; OVCAR-5: 100; TK-10: 96; RXF 393: 109; OVCAR-3: 104; OVCAR-8: 98

How did Oc1ccccc1/C=N\Nc1ccccc1 do in these assays?
ACHN: 27; CAKI-1: 11; OVCAR-5: 56; TK-10: 110; OVCAR-3: 79; OVCAR-8: 52; A498: 82

Results for N#CCc1nc(N)nc(Nc2ccc(S(N)(=O)=O)cc2)n1 ?
ACHN: 105; CAKI-1: 95; OVCAR-5: 105; TK-10: 107; RXF 393: 106; OVCAR-3: 110; OVCAR-8: 102; A498: 72

Results for N#Cc1cc([C@@H]2Nc3cc4c(cc3[C@H]3C5CCC(C5)[C@@H]23)C(=O)NC4)ccc1F (stereo partly drawn) ?
ACHN: 91; CAKI-1: 51; OVCAR-5: 95; TK-10: 103; RXF 393: 98; OVCAR-3: 105; OVCAR-8: 95; A498: 64

Results for C=C(C)[C@@H]1CC[C@]2(C(=O)N3CCN(CC)CC3)CC[C@]3(C)[C@H](CC[C@@H]4[C@@](C)(CCC(=O)N5CCN(CC)CC5)[C@H](C(=C)C)CC[C@]43C)[C@@H]12 ?
ACHN: -50*; CAKI-1: -15*; OVCAR-5: 72; TK-10: 50; RXF 393: 49; OVCAR-3: 61; OVCAR-8: 78; A498: 93

Results for Cn1c(=O)[nH]c2nc(-c3ccc(Cl)cc3)ccc2c1=O ?
ACHN: 97; CAKI-1: 100; OVCAR-5: 101; TK-10: 91; RXF 393: 101; OVCAR-3: 131; OVCAR-8: 107; A498: 83

Results for Cc1cc(C)c(C(=O)c2ccccc2C(=O)O)c(C)c1 ?
ACHN: 102; OVCAR-5: 105; TK-10: 99; RXF 393: 100; OVCAR-8: 97

Results for NS(=O)(=O)c1cccc(Nc2nc(SCC(=O)c3ccc(Cl)cc3)nc3ccccc23)c1 ?
ACHN: 78; CAKI-1: 62; OVCAR-5: 116; TK-10: 123; RXF 393: 72; OVCAR-3: 86; OVCAR-8: 40; A498: 85

Results for COc1cc(C2=NN(C(=O)c3ccc(S(C)(=O)=O)cc3)C(c3ccc4c(c3)OCO4)C2)cc(OC)c1OC (stereo not drawn) ?
ACHN: 100; CAKI-1: 87; OVCAR-5: 98; TK-10: 109; RXF 393: 120; OVCAR-8: 97; A498: 87

Six structures already listed, sorted by length of the SMILES, rising.
Results for CCCCCCCCCCCCCCCC(=O)OCCCCCCCCCC ?
ACHN: 102; CAKI-1: 100; OVCAR-5: 106; TK-10: 138; RXF 393: 106; OVCAR-3: 111; OVCAR-8: 104; A498: 100

How did N#Cc1ncoc1N1CCN(Cc2ccc3c(c2)OCO3)CC1 do in these assays?
ACHN: 98; OVCAR-5: 84; TK-10: 71; RXF 393: 103; OVCAR-3: 98; OVCAR-8: 101; A498: 103

What do the screens show for `O=C(C[n+]1cc2ccccc2c2ccccc21)C(F)(F)F`?
ACHN: 100; CAKI-1: 82; OVCAR-5: 115; TK-10: 94; RXF 393: 94; OVCAR-3: 107; OVCAR-8: 97; A498: 122

Results for CCN(CCNc1ccc(C)c2sc3ccccc3c(=O)c12)CC(C)(C)O ?
ACHN: 80; CAKI-1: 79; OVCAR-5: 79; TK-10: 90; RXF 393: 75; OVCAR-3: 103; OVCAR-8: 87; A498: 81

Results for COc1ccccc1C1CC(c2ccccc2)=NN1C(=O)c1ccc(S(N)(=O)=O)cc1 (stereo not drawn) ?
ACHN: 96; CAKI-1: 80; OVCAR-5: 102; TK-10: 138; RXF 393: 92; OVCAR-8: 101; A498: 106

What do the screens show for `COc1cc(C2Cc3c(nn(-c4ccc(C)cc4)c(=O)c3C#N)C(O)=C2[N+](=O)[O-])cc(OC)c1OC` (stereo not drawn)?
ACHN: 86; CAKI-1: 86; OVCAR-5: 111; TK-10: 110; RXF 393: 75; OVCAR-3: 94; OVCAR-8: 89; A498: 82

(continued)
What do the screens show for `CC(=O)c1c(OCCN2CCCCC2C)ccc2c(C)cc(=O)oc12` (stereo not drawn)?
ACHN: 103; CAKI-1: 112; OVCAR-5: 108; TK-10: 127; RXF 393: 144; OVCAR-3: 110; OVCAR-8: 122; A498: 119

Results for Cc1ccc(Nc2nnc(-c3cc(F)c(F)c(F)c3)o2)cc1 ?
ACHN: 99; CAKI-1: 88; OVCAR-5: 107; TK-10: 126; RXF 393: 116; OVCAR-3: 119; OVCAR-8: 103; A498: 137

How did CC(=O)N(Cc1ccccc1)C(CC(=O)NCc1ccccc1)C(=O)O (stereo not drawn) do in these assays?
ACHN: 101; OVCAR-5: 105; TK-10: 103; RXF 393: 144; OVCAR-3: 125; OVCAR-8: 96; A498: 106

How did CCCCN1CCCCn2c1nc1c2c(=O)n(C)c(=O)n1C do in these assays?
ACHN: 107; CAKI-1: 95; OVCAR-5: 117; TK-10: 103; RXF 393: 108; OVCAR-3: 102; OVCAR-8: 95; A498: 96
